Screening data: PubChem, several laboratories
L major viab = reduces viability of Leishmania major promastigotes; resazurin fluorescence viability; inhibition, % at 10 µM; hit rate 9% among 200,000; AID 1063; in the data active means inhibition above about 50%;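 further: promastigotes grown with compound for 44 hours at 28 °C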
DTT redox prof = compounds producing H2O2 with reducing agent – biochemical, NIH compound library profiling, artefact control for MLSCN library redox annotation, primary screen; hit rate 0.03% among 200,000; DTT-dependent redox cycling H2O2, phenol red/HRP absorbance; 100% = 100 µM peroxide control, 0% = buffer; AID 878; activation, % at 10 µM;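 active means activation of at least 50% relative to the plate's high and low controls in the primary single-dose screen; inactive means activation below 50%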;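 further: compound incubated with DTT at 0.8 mM final as the reducing agent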
Hsp70 act = Hsp70 transcriptional activation, primary screen; hit rate 0.04% among 200,000; HeLa Hsp70 promoter luciferase reporter, luminescence; scaled: vehicle 0, proteasome-inhibitor control 100%; AID 1203; activation, % at 10 µM;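 active means activation above the mean across all tested compounds plus 3 SD, cutoff set per campaign, cut at about 5.5% in these data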;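 further: 100% = MG132 at 30 µM as the positive control and 0% = DMSO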
HMGR II inh = inhibitors of class II HMG-CoA reductase from Enterococcus faecalis. purified E. faecalis HMGR, NADPH absorbance 340 nm kinetic. hit rate 0.41% among 190,000. inhibition, % at 10 µM;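 active means inhibition above a set limit, the median over all tested compounds plus 3 SD, cut at about 9.5% in these data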;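 further: enzyme runs in reverse so mevalonate oxidation gives rising NADPH absorbance; 0% = complete reaction with DMSO and 100% = background rate lacking mevalonate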
S1P3 antagonist = S1P3 (human) receptor antagonism; CHO S1P3 NFAT-BLA reporter, FRET fluorescence, antagonist mode; hit rate 0.27% among 170,000; Q99500; inhibition, % at 4.98 µM;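 active means inhibition above the plate cutoff, the mean inhibition of test wells on that plate plus 3 SD, cut at about 28% in these data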;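 further: cells challenged with S1P at its EC80 of 0.8 µM; blue over green emission ratio from cleaved BLA substrate after 4 h stimulation; 0% = S1P-stimulated wells and 100% = unstimulated DMSO-only wells; some compounds past the cut are filed as inactive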
TNAP inh hi DEA = inhibitors of human TNAP at high phosphate acceptor concentration | purified TNAP, CDP-star luminescence, 1 M DEA | inhibition, % at 20 µM | hit rate 0.03% among 200,000;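 active means over 50% inhibition of tissue-nonspecific alkaline phosphatase at 20 µM in the single-dose screen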;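 further: plate controls were DMSO wells for no effect and EDTA-quenched wells as full inhibition for full effect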
Target sequence (P05186 whole entry, looked up): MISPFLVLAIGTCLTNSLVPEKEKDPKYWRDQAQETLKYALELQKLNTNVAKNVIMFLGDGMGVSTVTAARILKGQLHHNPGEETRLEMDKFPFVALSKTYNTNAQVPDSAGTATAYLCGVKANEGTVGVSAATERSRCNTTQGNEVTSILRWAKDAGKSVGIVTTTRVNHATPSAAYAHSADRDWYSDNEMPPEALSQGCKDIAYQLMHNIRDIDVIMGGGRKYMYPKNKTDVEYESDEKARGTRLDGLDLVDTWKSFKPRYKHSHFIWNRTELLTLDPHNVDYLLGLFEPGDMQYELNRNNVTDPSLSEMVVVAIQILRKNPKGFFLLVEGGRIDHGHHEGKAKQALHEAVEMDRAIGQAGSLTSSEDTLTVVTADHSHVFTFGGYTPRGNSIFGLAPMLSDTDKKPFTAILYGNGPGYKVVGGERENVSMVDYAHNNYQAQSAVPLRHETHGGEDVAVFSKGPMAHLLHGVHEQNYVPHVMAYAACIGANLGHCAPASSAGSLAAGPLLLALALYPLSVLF
TNAP inh noacc = inhibitors of human TNAP without phosphate acceptor; AID 1012; purified TNAP, CDP-star luminescence, 30 min; inhibition, % at 20 µM; hit rate 0.26% among 200,000; P05186;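 active means tissue-nonspecific alkaline phosphatase inhibition above about 50% at 20 µM in the single-dose screen, limit read from the data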;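 further: 0% = DMSO negative control and 100% = EDTA positive control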
RAM inhibit = inhibitors of the yeast RAM network | S. cerevisiae dse1pr::URA3 reporter, 5-FOA growth OD615, 2 d; analog-sensitive cbk1-as2 kinase mutant strain | inhibition, % at 50 µM | hit rate 1.8% among 190,000;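 active means inhibition above a set limit, 3 SD over mean compound inhibition, cut at about 8.4% in these data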;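 further: 0% = DMSO-only wells with no growth and 100% = 10 µM 1-NA-PP1 full growth; inhibition rescues growth on 5-FOA so higher OD means more RAM inhibition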
PMI act hi M6P = PMI (human) activation, high substrate; P34949; coupled PMI enzyme assay, resazurin fluorescence, 20 min; active compounds read high; 1 = untreated enzyme, 0 = substrate-free blank; activation factor at 20 µM; hit rate 0.34% among 190,000;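 active means activation factor of 2 or more at 20 µM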
Target sequence (P34949 whole entry, looked up): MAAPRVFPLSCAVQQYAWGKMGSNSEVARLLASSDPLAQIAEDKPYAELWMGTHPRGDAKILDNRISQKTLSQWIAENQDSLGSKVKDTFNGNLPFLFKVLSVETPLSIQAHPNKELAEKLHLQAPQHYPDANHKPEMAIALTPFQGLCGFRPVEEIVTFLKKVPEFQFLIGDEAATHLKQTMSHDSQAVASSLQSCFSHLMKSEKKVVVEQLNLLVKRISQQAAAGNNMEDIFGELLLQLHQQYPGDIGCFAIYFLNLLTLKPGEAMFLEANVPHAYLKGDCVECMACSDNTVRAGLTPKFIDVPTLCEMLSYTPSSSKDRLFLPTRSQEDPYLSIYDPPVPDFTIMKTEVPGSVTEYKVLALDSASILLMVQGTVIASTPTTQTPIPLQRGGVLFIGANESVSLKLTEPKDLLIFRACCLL
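Test system – human PMI in coupled enzyme assay · Timing – 20 min incubation at room temperature · Detection – Diaphorase-driven resazurin-to-resorufin fluorescence, excitation 544, emission 590 nm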
PMI act = phosphomannose isomerase (human) activation | hit rate 0.005% among 190,000 | purified human PMI, coupled resazurin fluorescence, 20 min; active compounds read high; 1 = vehicle control, 0 substrate-free wells | activation factor at 20 µM | P34949;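 active means activation factor of 2 or more at 20 µM, relative to plate controls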
Numbers without * were called inactive; nt = not tested or not shown.

SMILES	L major viab	DTT redox prof	Hsp70 act	HMGR II inh	S1P3 antagonist	TNAP inh hi DEA	TNAP inh noacc	RAM inhibit	PMI act hi M6P	PMI act
CC1CCN(C(=O)c2ccc(S(=O)(=O)Cc3ccccc3F)c([N+](=O)[O-])c2)CC1	93*	0.2	0.0	-2	-1	0	-12	-0.3	1	0.9
CN1CCCCC1CCN1c2ccccc2Sc2ccc(S(C)=O)cc21 (centres undefined)	nt	nt	-0.3	6	0	-7	-13	nt	0.8	1
Nc1[nH]nc2c1NN(c1ccc(Cl)cc1Cl)N2	2	0.2	0.5	0	27	6	-7	-0.9	1	1
Nc1[nH][nH]c(=O)c1N=Nc1ccc2c(c1)OCO2	-5	0.3	-0.3	-5	-20	6	-8	1.7	0.7	0.9
COc1cc(C2=NOC(C(=O)NCc3ccco3)C2)cc(OC)c1OC (centres undefined)	-2	-0.3	-0.2	-7	-24	-2	-4	0.7	1	0.9
Cc1ccc(Nc2nc(N)c(C#N)c(CC#N)c2C#N)cc1	5	-0.5	-0.6	-6	0	-2	-16	4.7	0.7	1
Cc1ccc2nc(-c3ccccc3)c(CC(=O)O)c(C(=O)O)c2c1	-6	0.1	-0.4	-5	-15	-5	-8	1.5	1.2	1.2
O=C(/C=C\c1ccc(-c2cccc([N+](=O)[O-])c2)o1)N1CCOCC1	1	-0.4	-0.3	-3	-24	0	-3	0.4	1	1.1
COC(=O)c1ccccc1NC(=S)N(Cc1ccc2c(c1)OCO2)Cc1cc2cc(C)ccc2[nH]c1=O	99*	-0.1	-0.3	-10	-4	-2	-26	5.6	1	0.9
CCN1CCN(CCCCOc2ccccc2F)CC1	47	0.1	-0.1	-1	nt	1	-4	1.0	1	1
[O-]/[N+](=C\c1ccccc1)[C@@H]1CCCC[C@@H]1/[N+]([O-])=C/c1ccccc1	11	1.4	-0.4	-5	-62	-6	-7	1.1	0.9	0.9
COc1ccc(N2CCN(C(=O)CSc3nnc(NC(=O)C4CC4)s3)CC2)cc1	-2	0.3	-0.1	-2	-14	-6	-9	1.4	0.9	0.9
COc1ccc2nc(NC(=O)CCn3cccc3)sc2c1	56*	-1.3	0.0	1	-11	-1	-8	5.0	0.9	1
COc1ccc(NC(=S)N(CCCN2CCOCC2)Cc2cn(C)c3ccccc23)cc1OC	28	-0.2	0.0	-4	4	0	-4	3.2	0.8	0.8
COC(=O)c1ccccc1NC(=O)N1CCN(c2ccccc2)CC1	2	-0.9	0.1	1	4	-6	-7	0.7	1	1
CC(=O)N1C(C)(C)CC(=NOC(=O)c2ccc(C)cc2)CC1(C)C	14	-0.2	-0.2	-3	-30	-3	-6	-1.0	0.9	1
O=C(NCCCn1ccnc1)Nc1cccc2ccccc12	29	0.5	0.3	-1	nt	-6	-15	1.0	1	1
COc1ccc(C(=O)CSc2nnc(CNC(=O)c3ccc(OC)cc3)n2C)cc1	-2	1.1	0.3	-5	-3	0	-8	0.5	1.1	1
COc1ccc2[nH]c(=O)c(CN(CC3CCCO3)C(=O)Nc3ccccc3)cc2c1 (centres undefined)	9	1.9	-0.5	-4	-8	-1	-5	3.5	0.9	0.9
CC(=O)NCC1CCCN(c2nc3nonc3nc2N(C)Cc2ccccc2)C1 (centres undefined)	11	-1.4	0.0	-9	5	-4	1	0.9	0.9	0.9
COc1ccccc1CN1CCSCC1	63*	0.1	-0.3	0	nt	0	-10	-0.1	1	1
CC(C)(C)C(=O)Nc1sc2c(c1C(=O)Nc1ccccn1)CCCC2	16	0.0	-0.5	-8	-17	-7	-10	0.2	1	1
COc1ccc(CC(=O)NNC(=O)CCc2ccccc2)cc1	-7	-1.7	0.2	-11	11	-1	-13	2.7	1	0.9
COc1ccc(N(CC(=O)NCCC2=CCCCC2)S(=O)(=O)c2ccc(C)cc2)cc1	2	0.5	0.1	4	3	-1	-2	2.2	0.9	0.9
O=C(COC(=O)CSCc1ccccc1)NCc1ccccc1	-2	-0.6	-0.1	0	-18	-4	-7	2.9	1	1
Cc1ccc(-c2nc3sc(C(N)=O)c(N)c3c3c2CCCC3)cc1	24	-0.6	-0.2	-1	6	-9	-13	-1.0	2.4*	1.6
O=S(=O)(CC(CN1CCCCC1)N1CCCCC1)c1ccccc1 (centres undefined)	98*	-0.5	0.0	-4	-8	3	-4	2.6	0.9	0.9
Cc1ccc(C2CC2C(=O)NN)cc1 (centres undefined)	-7	-13	-0.2	-1	nt	-2	-10	1.4	1	1
Clc1ccc(-c2ccc(/C=N/Nc3cc(N4CCOCC4)nc(N4CCOCC4)n3)o2)cc1	35	0.5	0.0	0	nt	-4	-5	2.5	0.5	0.5
COc1ccc(N/N=C(/C)c2cnnc(-c3ccccc3)n2)cc1	5	0.2	-0.1	0	-12	9	12	5.1	2.4*	1.8
N#Cc1cccc(Nc2c3c(nc4ccccc24)CCCC3)c1	87*	-0.9	0.0	-1	26	-2	0	-1.4	1	1
COCC(C)NC(=O)c1ccccc1[N+](=O)[O-] (centres undefined)	-6	-0.4	0.2	-1	4	1	-2	1.6	1	1.1
Cn1cccc1/C=N/NC(=O)Cc1cccc2ccccc12	13	-0.3	-0.3	0	18	0	-4	3.1	1.1	1.1
CC(C)=C1C2CCC1C(C(=O)Nc1cc(C)cc(C)c1)C2C(=O)O (centres undefined)	13	-0.4	-0.3	-2	-23	0	-2	0.1	0.9	1
Cc1ccc(C)c(NC(=S)N(Cc2cccc(Br)c2)CC2CCC(C(=O)O)CC2)c1 (centres undefined)	-2	-0.6	0.0	-2	-6	-3	-16	4.5	1	0.9
Cc1ccc2nc(NC(=O)CNS(=O)(=O)c3ccc(Br)s3)sc2c1	0	0.0	0.1	-2	0	2	-5	3.2	1	0.9
Cc1ccc2nc(SCC(=O)Nc3nnc(SCC(N)=O)s3)[nH]c2c1	-11	-4.8	-0.1	1	nt	-6	-20	1.7	1	1
Cc1ccc(C)c(C2=CSC3=NCCN23)c1	2	0.3	-0.3	-13	-23	-9	-3	0.4	1.1	1
Cc1nc(SCC(O)CO)c([N+](=O)[O-])[nH]1 (centres undefined)	-1	-2.2	-0.3	5	nt	-1	1	0.4	1	1
COCCCN(CC(=O)Nc1ccc(N2CCOCC2)cc1)S(=O)(=O)c1ccccc1	0	-1.1	-0.3	-10	-4	-3	-4	-1.0	0.9	0.9
O=C(O)CNC(=O)CC1S/C(=N/N=C2/NC(=O)CS2)NC1=O (centres undefined)	-7	-1.4	-0.3	3	-23	-2	-7	0.4	0.7	0.7
CC1CCN(S(=O)(=O)c2ccc(NC(=O)CN3CCN(c4ccccc4)CC3)cc2)CC1	-6	2.9	-0.4	-3	20	3	-5	-1.0	1	0.9
CC(=O)N(C(C)=O)n1c(C)nc2sc3c(c2c1=O)CCCC3	-1	-1.2	-0.1	0	-22	-5	-11	0.9	1	1
CCC(C)NC(=O)CCC(=O)Nc1ccc2nc(N3CC(C)CC(C)C3)cc(C)c2c1 (centres undefined)	23	-0.5	0.8	-1	-12	-3	-16	2.5	1	1
CCc1cc[n+](/C(C(=S)Nc2cccc(C)c2)=C(/[O-])c2ccc(C)c([N+](=O)[O-])c2)cc1	6	0.5	-0.1	-6	-19	0	-8	1.0	0.8	0.8
CCCN(CC1CC1)c1nc(N)c(C#N)c(CC#N)c1C#N	-1	0.2	-0.5	-3	nt	-5	-6	3.7	0.8	0.9
Cc1ccc(S(=O)(=O)N2CCCCC2)cc1NC(=O)CSc1ncnc2ccccc12	21	1.3	0.1	-2	-7	-2	-16	0.8	1	1
O=C(C(Cc1ccccc1)N1C(=O)c2ccccc2C1=O)N1CCc2ccccc21 (centres undefined)	2	0.1	-0.3	6	nt	-1	-4	3.3	1	1
CCOc1ccccc1N1CCN(C(=O)C2c3ccccc3Oc3ccccc32)CC1	41	2.4	-0.2	1	nt	-5	5	1.7	1	1
COc1ccc(-c2cc(C(=O)Nc3cc(C)on3)no2)cc1OC	-1	0.1	0.0	-5	3	-6	-8	1.6	0.9	1
CCOC(=O)c1ccc(-n2[nH]c(-c3ccccc3)cc2=O)cc1	1	0.3	0.0	-4	nt	-4	-23	9.6*	0.9	0.9
O=C(c1ccc(S(=O)(=O)NCC2CCCO2)cc1)N1CCN(c2cccc(Cl)c2)CC1 (centres undefined)	0	0.3	-0.2	3	-12	-5	-8	0.4	0.9	0.9
O=C1C2CCCCN2C(=O)N1CCCCN1CCN(c2ccc([N+](=O)[O-])cc2)CC1 (centres undefined)	-1	-0.1	-0.3	-5	nt	2	-4	2.2	1	1
CCCCC(c1nnnn1CCOC)N1CCN(Cc2ccccc2)CC1 (centres undefined)	3	0.1	-0.1	-3	nt	-7	-10	0.9	1.2	1.2
O=C(Cn1nc(-c2ccccc2Cl)ccc1=O)Nc1ccccc1-c1ccccc1	2	-0.5	-0.1	1	7	1	1	3.2	nt	nt
CCN(C(=O)Nc1ccccc1)c1ccccc1	1	-0.2	-0.3	0	-9	-7	-8	1.7	1.1	1.1
CCOC(=O)C1=C(Nc2cccc(Cl)c2)OCC1=O	-8	2.1	-0.2	-6	-50	-7	-21	1.3	1	1
Cc1ccc(C(=O)NCCn2c(N)c(C#N)c3nc4ccccc4nc32)cc1	7	-0.1	-0.2	-6	-5	-7	-17	6.1	0.8	0.9
CCCCSc1nnc(-c2ccc(C)cc2)c2ccccc12	91*	0.2	-0.5	-6	-10	-8	0	2.0	1	1
COc1ccc(CC(=O)OCn2nnc3ccccc3c2=O)cc1	-3	-2.7	-0.2	-7	-2	-2	-10	-0.9	1	1

New compounds follow.
SMILES	L major viab	DTT redox prof	Hsp70 act	HMGR II inh	S1P3 antagonist	TNAP inh hi DEA	TNAP inh noacc	RAM inhibit	PMI act hi M6P	PMI act
O=[N+]([O-])c1ccc(Cl)c(/C=N/Nc2nc(N3CCOCC3)nc(N3CCOCC3)n2)c1	-3	0.2	-0.3	-5	nt	0	4	2.4	0.9	0.9
CCOc1cc(NC(=O)c2cccs2)c(OCC)cc1NC(=O)c1ccco1	-5	-0.8	-0.1	-4	nt	-4	-12	5.2	0.6	0.9
O=C(CCSc1nc(-c2ccco2)cc(C(F)(F)F)n1)NCCN1CCOCC1	-4	0.1	0.3	0	-18	-6	-10	-0.8	1	1
Cc1ccc(C(=O)NC2CCN(C(=O)NC3CCCCC3)CC2)cc1	-2	-0.2	-0.2	-3	nt	0	-1	3.4	1.2	1.3
COc1cc([C@H]2[C@@H]3CCCC[C@]3(O)CCN2Cc2ccccc2F)ccc1O	3	0.2	-0.1	1	-12	2	-4	0.8	1	1

Pulled by structure from the entries so far, three records:
SMILES	L major viab	DTT redox prof	Hsp70 act	HMGR II inh	S1P3 antagonist	TNAP inh hi DEA	TNAP inh noacc	RAM inhibit	PMI act hi M6P	PMI act
O=C(CCSc1nc(-c2ccco2)cc(C(F)(F)F)n1)NCCN1CCOCC1	-4	0.1	0.3	0	-18	-6	-10	-0.8	1	1
COc1cc([C@H]2[C@@H]3CCCC[C@]3(O)CCN2Cc2ccccc2F)ccc1O	3	0.2	-0.1	1	-12	2	-4	0.8	1	1
CCOc1cc(NC(=O)c2cccs2)c(OCC)cc1NC(=O)c1ccco1	-5	-0.8	-0.1	-4	nt	-4	-12	5.2	0.6	0.9
